Bioassay records deposited in PubChem by National Center for Advancing Translational Sciences (NCATS).
ELG1 DNA repair: blocks ELG1-dependent DNA repair in HEK293T cells; AID 504467; HEK293T ELG1-luciferase reporter, luminescence, 16 h; DNA damage induced by 5-fluorouridine; Potency, µM (top dose mostly 46.1 µM), for the others: at the highest dose activity change, negative = inhibition, most hits filed as inhibitors; 2.3% of 330,000 active; further: potency means the concentration at half of the fitted maximal effect; on the % scale 0 is the no-effect control and ±100 the full control effect; nearly all actives have a fitted effect of over 55% in size
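In this reporter screen, reduction of luminescence relative to DMSO vehicle indicated activity. Compounds and 5-fluorouridine were added together to 2,000 cells per well, incubated for 16 hr at 37 °C, then developed with ONE-Glo.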
Chronic BCR inh: blocks chronic active B-cell receptor signaling | ABC-DLBCL IkBa-CBG/CBR reporter, luminescence ratio, 4 h | Potency, µM (top dose mostly 46.1 µM), inactives show at the top dose ratio change, negative = lower green/red ratio, usual class: inhibitors | 0.05% of 340,000 active | AID 493014; active means well fitted inhibition curve with a large enough effect in the signal ratio, with a control signal flat, not every such curve was filed as active; inconclusive means small, poorly fitted or top-dose-only effect, or effect the other way, or a change in a side signal; the % refers to the signal ratio;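 further: potency means the concentration at half of the fitted maximal effect; plate controls were basal doxycycline-induced cells for no effect and cells given 10 µM MG132 for full effect; MG132 reads +100%, hits lower the ratio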
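Concentration-response series (up to 46 uM) were applied to TMD8 dual-reporter cells for 4 h at 37C with doxycycline. Green/red ratio, after filter-overlap correction, defined %Activity; red signal alone was normalised to basal cells and zero luminescence.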
TCR act: T cell receptor activation; primary human leukocytes, anti-CD3, IL-2 HTRF, 48 h; Potency, µM (series often up to 9.22 µM), for the others: at the top dose activation of IL-2 secretion, most hits filed as activators; 330,000 tested, under 10 active; AID 504894; further: % of control where 0% means no effect
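IL-2 produced over 48 hr by a-CD3 bead-stimulated primary human leukocytes exposed to compounds was detected with a homogeneous time-resolved FRET immunoassay, 665nm acceptor signal after 320nm excitation.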
Tb PFK inh: T. brucei PFK enzyme inhibition; T. brucei PFK, ADP-Glo luminescence; AID 485367; O15648; Potency, µM (titrated, usually from 57.5 µM), without a hit: at the top dose activity, negative = inhibition, usual class: inhibitors; 0.17% of 330,000 active;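 further: potency means the concentration at half of the fitted maximal effect; 0% = uninhibited 1x PFK enzyme wells and -100% = no-enzyme wells; nearly all actives have a fitted effect of over 60% in size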
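Activity is normalized to no-enzyme wells (full inhibition) and 1.25 nM enzyme wells (no inhibition). Reaction: 0.5 mM F6P, 0.1 mM ATP, 45 min RT, ADP-Glo luminescence; concentration-response curves fitted and classed by quality.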
Mito fusion yeast: inhibitors of mitochondrial division or activators of mitochondrial fusion; 0.23% of 320,000 active; Potency, µM (doses to about 46.1 µM), without a hit: at the highest dose growth rescue (activation), hits mostly activators; S. cerevisiae fusion-defective mutant growth rescue, CellTiterGlo 48 h;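 further: potency means the concentration at half of the fitted maximal effect; % of control where 0% means no effect; nearly all actives have a fitted effect of over 45% in size; temperature-sensitive fusion mutants such as fzo1-1 at 37 °C on non-fermentable ethanol glycerol medium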
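Compounds are tested for their ability to restore growth of mitochondrial fusion-defective yeast strains at non-permissive 37C in YPEG medium over 48 hours. Viability is quantified by luciferase luminescence.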
TSHR antagonist: blocks TSH signaling through the human TSH receptor; P16473; TSHR-expressing cells, TSH-stimulated cAMP HTRF, 2 h; stronger effect = lower value; 0.2% of 330,000 active; AID 504810; activity change, negative = inhibition, % at 11.5 µM;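 active means activity change below a set negative limit, meaning inhibition stronger than a set level, cut at about -70% in these data; inconclusive means activity change between two set negative limits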; further: on the % scale 0 is the no-effect control and ±100 the full control effect
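Cell-based HTRF cAMP assay; TSHR cells + compound, TSH EC80 (4nM final), 2 h, 37 deg C. Lysis with anti-cAMP cryptate and cAMP-d2, 30 min RT, read 665/620 nm.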
USP2a block: inhibitors of human ubiquitin-specific protease USP2a; USP2 core, Ub-CHOP2 coupled fluorogenic reporter, 485/531; Potency, µM (series often up to 38.3 µM), for inactives: at the highest dose activity change, negative = inhibition, hits mostly inhibitors; 0.01% of 330,000 active; AID 463254;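 further: potency means the concentration at half of the fitted maximal effect; plate controls were DMSO wells for no effect and full inhibition by NEM control for full effect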
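Deubiquitinase activity read as fluorescence (485/531 nm) after Ub-CHOP2 cleavage activates the enterokinase reporter on its substrate; USP2 core 10nM, Ub-CHOP2 and substrate 25nM each, 30min compound preincubation then 60min RT; data normalized to NEM, curves fitted.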
uPA surface inh: cell surface uPA generation inhibition; cell surface uPA generation assay, qHTS; Potency, µM (highest dose often 38.3 µM), without a hit: at the highest dose activity change, negative = inhibition, hits mostly inhibitors; 0.31% of 330,000 active; active means well fitted inhibition curve with a large enough effect; inconclusive means small, poorly fitted or top-dose-only effect; inactive means no such curve, though single readings can be large or run the other way; tested in mouse RAW 264.7 cells; further: potency means the concentration at half of the fitted maximal effect; on the % scale 0 is the no-effect control and ±100 the full control effect; nearly all actives have a fitted effect of over 55% in size
Eya2 inh: Eya2 (human) phosphatase inhibition | 0.006% of 330,000 active | Potency, µM (top dose mostly 76.9 µM), for inactives: at the top dose activity, negative = inhibition, hits mostly inhibitors | O00167 | recombinant Eya2, OMFP fluorescence dephosphorylation (OMFP is methylfluorescein phosphate); further: potency means the concentration at half of the fitted maximal effect; on the % scale 0 is the no-effect control and ±100 the full control effect
Target sequence (O00167 whole entry, looked up): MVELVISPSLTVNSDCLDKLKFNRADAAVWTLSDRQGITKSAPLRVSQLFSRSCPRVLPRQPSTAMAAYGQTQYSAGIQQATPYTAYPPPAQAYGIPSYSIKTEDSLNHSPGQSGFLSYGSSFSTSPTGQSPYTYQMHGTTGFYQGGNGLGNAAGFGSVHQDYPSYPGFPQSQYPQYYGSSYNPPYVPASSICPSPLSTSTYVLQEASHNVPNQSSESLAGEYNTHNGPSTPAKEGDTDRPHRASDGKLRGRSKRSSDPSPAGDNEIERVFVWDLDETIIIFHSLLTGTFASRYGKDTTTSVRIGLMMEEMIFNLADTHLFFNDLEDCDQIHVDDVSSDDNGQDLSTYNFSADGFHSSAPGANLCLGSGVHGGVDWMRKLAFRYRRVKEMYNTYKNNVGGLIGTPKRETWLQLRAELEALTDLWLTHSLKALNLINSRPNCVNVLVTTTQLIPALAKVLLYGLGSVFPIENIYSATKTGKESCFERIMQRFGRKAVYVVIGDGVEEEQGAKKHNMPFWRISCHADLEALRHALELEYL
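Eya2 (0.2 uM) preincubated 10 min at ambient with compound, then OMFP substrate added at 50 uM; 10 min reaction in 50 mM HEPES pH 7.5, 50 mM NaCl, 5 uM MgCl2, 0.05% BSA, 1 mM DTT. Fluorescence read at Ex 485/Em 525 nm.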
TSG101-PTAP inh: blocks PTAP/TSG101 interaction to inhibit HIV-1 budding; Q99816; Fluorescence polarization, FITC-PTAP peptide / Tsg101 binding; Potency, µM (top dose mostly 115 µM), inactives show top-dose activity change, negative = inhibition, hits mostly inhibitors; 340,000 tested, under 10 active; AID 493005; active means well fitted inhibition curve with a large enough effect in the main read-out, with a control signal flat, not every such curve was filed as active; inconclusive means small, poorly fitted or top-dose-only effect, or effect the other way, or a change in a side signal; inactive means no such curve, though single readings can be large or run the other way; further: potency means the concentration at half of the fitted maximal effect; % of control where 0% means no effect
Target sequence (Q99816 whole entry, looked up): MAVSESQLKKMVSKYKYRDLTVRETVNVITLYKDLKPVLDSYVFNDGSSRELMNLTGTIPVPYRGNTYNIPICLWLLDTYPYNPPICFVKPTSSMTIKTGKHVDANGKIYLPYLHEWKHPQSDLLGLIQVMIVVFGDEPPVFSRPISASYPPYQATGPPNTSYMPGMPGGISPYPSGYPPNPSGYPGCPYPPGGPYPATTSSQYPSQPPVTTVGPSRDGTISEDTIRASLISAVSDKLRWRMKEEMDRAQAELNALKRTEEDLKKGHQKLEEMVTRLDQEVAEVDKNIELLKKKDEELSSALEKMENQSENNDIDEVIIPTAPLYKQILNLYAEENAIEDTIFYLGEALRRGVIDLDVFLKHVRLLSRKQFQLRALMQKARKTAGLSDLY
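Fluorescence anisotropy tracks displacement of a FITC-tagged PTAP peptide (50 nM) from the Tsg101 binding domain (10 uM), following a 20 min room-temperature incubation at pH 7.5.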
B2AR arrestin: recruits beta-arrestin to the human beta2-adrenergic receptor | AID 492947 | P07550 | 0.02% of 330,000 active | beta-arrestin recruitment to beta2AR, cell-based reporter | Potency, µM (titrated, usually from 46.1 µM), without a hit: top-dose activation, most hits filed as activators;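 further: potency means the concentration at half of the fitted maximal effect; 0% = DMSO controls and full agonism = EC100 isoproterenol or metaproterenol; nearly all actives have a fitted effect of over 65% in size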
* = called active by the depositor; ? = inconclusive; / = not tested or not shown; & = joins results of further samples; [ ] = remark or other dose. Unless noted, the call rests on the fitted dose curve; in most records, active means well fitted curve in the direction sought with a large enough effect; inconclusive means small, poorly fitted or top-dose-only effect, or another doubt; inactive means no such curve, though single readings can be large; an effect the other way counts as inactive or inconclusive.

SMILES | ELG1 DNA repair | Chronic BCR inh | TCR act | Tb PFK inh | Mito fusion yeast | TSHR antagonist | USP2a block | uPA surface inh | Eya2 inh | TSG101-PTAP inh | B2AR arrestin
Cc1cc(C)cc(N(CCC#N)C(=O)COC(=O)c2nc3nc(C)cc(C)n3n2)c1 | -2% | -7% | 3% | -4% | 0% | -1 | 2% | 1% | -30% | 5% | -0.3%
COc1cc(CNc2ccc(N3CCCC3)cc2)ccc1OCc1ccccc1F | ? | ? | 12%[46.1 µM] | -2% | 8% | 18 | -3% | -2% | 4% | 0% | -0.4%
FC(F)(F)c1ccc(-c2nnc(-c3cccnc3)o2)cc1 | ? | 7% | / | 1% | 0% | -6 | 2% | 6% | 5% | 2% | -0.2%
O=C(NCCS(=O)(=O)N1CCN(c2ccccc2)CC1)c1ccccc1F | -3% | ? | -3% | -4% | -3% | 19 | 1% | 2% | 14% | -7% | 0.2%
Cc1ccccc1CCN1CCCC(CN(C)C(=O)c2ccc3ncccc3c2)C1 (configuration not stated) | -8% | -2% | 0% | 1% | -1% | 6 | -1% | -4% | -3% | 0% | -1.1%
Cc1ccc(Cn2ccc(NC(=O)c3noc4c3CCCC4)n2)cc1 | ? | 3% | -4% | -5% | -2% | -11 | 7% | / | -27% | -9% | 0.3%
OC(COCc1ccco1)CN1CCN(C(c2ccccc2)c2ccccc2)CC1 (configuration not stated) | -11% | -3% | -18% | -4% | -5% | 7 | -3% | -9% | 1% | 0% | -0.3%
CC(=O)Nc1cccc(C(=O)/C=C/c2ccc(F)cc2)c1 | ? | ? | -7% | -1% | -2% | 11 | 3% | -1% | 11% | -3% | -0.2%
COc1ccc(C2/C=C\CN(C(=O)OCc3ccccc3)CC(=O)N2Cc2ccc(F)cc2)cc1 (configuration not stated) | -9% | -3% | -4% | -1% | -1% | 0 | 8% | ? | -12% | / | -0.4%
Cc1cccc(NC(=O)C2CCCN2C(=O)OCC(C)C)c1 (configuration not stated) | 3% | 0% | 2% | 0% | -1% | 3 | -1% | -2% | 1% | 5% | -0.4%
COc1ccc(C(=O)Nc2scc(-c3ccc(Cl)cc3Cl)c2C(N)=O)cc1 | ? | -13% | 2% | -4% | -8% | 1 | -3% | 0% | -9% | 0% | 0.3%
O=C(Nc1nnc(SCc2ccc(F)cc2)s1)C1CC(=O)N(c2ccc3c(c2)OCCO3)C1 (configuration not stated) | ? | 8% | 4%[46.1 µM] | -1% | 1% | 2 | -2% | -1% | -4% | 2% | 0.0%
Cc1nnsc1C(=O)NNc1ccc(Cl)cc1 | 16% | -11% | 5% | -9% | -3% | 6 | 1% | -4% | 23% | 0% | -0.6%
COc1ccc(C(=O)O/N=C(\N)c2ccccc2Cl)cc1OC | ? | ? | -1% | 7% | -8% | -7 | 7% | -20% | 3% | -8% | 0.8%
COc1ccc(C(=O)COC(=O)C(C(C)C)N2C(=O)C3C4C=CC(C4)C3C2=O)cc1 (configuration not stated) | -12% | ? | -1% | 3% | 8% | 1 | 2% | 1% | -8% | -10% | 0.2%
C/C(=N\N1CCN(C2c3ccccc3-c3ccccc32)CC1)c1ccncc1 | 9% | -6% | -2% | 1% | 1% | -16 | 2% | -3% | -3% | -3% | -0.5%
COc1ccc(C2CCCN2C(=S)Nc2c(C)cccc2C)cc1OC (configuration not stated) | 7% | -6% | 8% | 10% | 9% | 4 | 0% | -7% | -21% | -1% | 3.9%
COc1cccc2cc(NC(=O)C3CCCCC3)c(=O)oc12 | ? | ? | -3% | -2% | 0% | -2 | 1% | / | -16% | -5% | -0.5%
C/C(N)=C(/C#N)C(=O)CSc1nnc(COc2ccccc2Cl)o1 | 11% | ? | 7%&0% | -19% | 1% | -3 | -1% | 7%&1% | 5% | -1%&-12% | 0.2%
C=C(C)CNC(=S)NN=C1c2ccccc2-c2ccccc21 | -12% | ? | -1% | -1% | -9% | -6 | 2% | -8% | 4% | 5% | -0.8%
c1ccc(NNC2=NCCCCC2)cc1 | ? | -1% | -5% | 0% | -21% | 0 | 3% | 2% | 5% | 1% | 0.0%
C/C(=N/NC(=O)CNC(=O)/C=C/c1ccccc1)c1ccco1 | 15% | ? | -1% | 5% | -2% | 1 | 1% | ? | 7% | -2% | -0.1%
Cc1cc(C)n(C(=O)Cc2cn3ccsc3n2)n1 | -5% | 0% | -5% | -2% | 0% | 2 | 1% | 2% | -7% | 0% | 0.2%
CC1CCc2[nH]c3ccc(C(=O)N(C)CC(=O)Nc4ccccc4Br)cc3c2C1 (configuration not stated) | ? | ? | 2% | -3% | ? | -2 | -1% | 0% | -20% | 0% | 0.2%
O=C(NCc1ccc(F)cc1)c1cc(-c2cccs2)on1 | ? | 2% | / | -24% | -6% | 2 | 1% | / | 12% | -4% | -0.1%

Next section:
SMILES | ELG1 DNA repair | Chronic BCR inh | TCR act | Tb PFK inh | Mito fusion yeast | TSHR antagonist | USP2a block | uPA surface inh | Eya2 inh | TSG101-PTAP inh | B2AR arrestin
CC(C)NC(=O)NC(=O)COC(=O)C1CCCN1C(=O)c1cccs1 (configuration not stated) | 8% | ? | 0% | 4% | -4% | 8 | 4% | 2% | 23% | -8% | 0.3%
O=C(NCC1CCCO1)c1ccc(/C=N/O)nc1 (configuration not stated) | 19% | 3% | -1% | 0% | 2% | 0 | -1% | -1% | 9% | -1% | 0.9%
O=C(COC(=O)Cc1c(F)cccc1Cl)NCCC1=CCCCC1 | 6% | 1% | 1%[46.1 µM] | 0% | 9% | -7 | 0% | -2% | -3% | -7% | -1.3%
COC(=O)Nc1ccc(S(=O)(=O)N2CCCC(C(=O)N3CCOCC3)C2)cc1 (configuration not stated) | -2% | 14% | -8% | 1% | 0% | 4 | -1% | 3% | 5% | -5% | -0.1%
O=C(CCc1ccccc1)NNC(=O)c1ccc(Cl)cc1 | 8% | 4% | / | -3% | -1% | -2 | -1% | 1% | 0% | 0% | -2.0%
COCCCNC(=O)c1nc2ccccc2c(=O)n1NC(=O)Nc1c(Cl)cccc1Cl | 2% | 5% | 1% | 1% | 3% | -8 | 3% | 7% | 14% | 1% | -0.1%
CC1(C)CC(=O)C(C2(O)C(=O)Nc3ccccc32)CO1 (configuration not stated) | -2% | -11% | 1% | -13% | -2% | 5 | 1% | 4% | -3% | -9% | -0.1%
N#CCSc1nc2sc3c(c2c(=O)n1C1CCCCC1)CCCC3 | 13% | 1% | 8% | 1% | 1% | 4 | 0% | -3% | 3% | -3% | 0.0%
Cc1ccc(C(=O)N(Cc2ccccc2)C(C)(C)C)cc1C | 4% | 3% | 7%[46.1 µM] | 3% | 21% | 1 | 2% | -3% | -2% | 2% | -0.7%
COc1cc(-c2nnc(SCC(=O)/C(C#N)=C(\C)N)o2)cc(OC)c1OC | -12% | -3% | -33% | 0% | -3% | 1 | 3% | -1% | -4% | 1% | -0.5%
CC(Nc1ccc2ccccc2c1)C(=O)N/N=C/c1ccncc1 (configuration not stated) | 1% | 0% | 8% | 3% | 3% | 1 | 0% | -8% | -4% | -2% | -0.1%
O=C1C2N=NN(CC(=O)N3N=C(c4cccc5ccccc45)CC3c3ccccc3)C2C(=O)N1c1ccccc1 (configuration not stated) | -23% | 23% | -3%[46.1 µM] | 14% | 0% | -19 | 3% | -2% | 4% | -3% | -0.3%
COc1ccc(CCC(=O)NC2CCC(C)CC2)cc1 (configuration not stated) | 12% | ? | -4% | -9% | -19% | 4 | 1% | 5% | -3% | -2% | 0.0%
N#CC[C@H](Cc1ccccc1)N1CCN(Cc2ccccc2)CCC1=O | 4% | -12% | 6% | 2% | -4% | 22 | 3% | 2% | -4% | -1% | 0.4%
CCOC(=O)COc1nc2ccc(Br)cc2c(-c2ccccc2)c1C(C)=O | -19% | -1% | 7% | 9% | 0% | 2 | 1% | 9% | 0% | -3% | 0.0%
COc1ccc(/C=C/C(=O)NC(C)C)cc1Br | 3% | ? | 11% | 0% | 0% | -1 | 1% | / | -1% | -6% | 0.0%
COC(=O)c1cccc(NC(=O)CSCc2ccccc2)c1 | ? | -1% | -3% | -5% | 5% | -6 | 0% | 4% | 5% | -2% | -0.9%
